HIF-2a block: HIF-2a reporter inhibitors, primary screen, luminescence, 786-0 RCC cells. hit rate 0.72% among 360,000. 786-0 RCC cells HIF-2a reporter, luciferase luminescence, overnight. inhibition, % at 18.8 µM;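 active means inhibition of the luminescence signal of 40% or more relative to plate controls, in a single-dose primary screen at 18.75 µM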
KKLEB tox: cytotoxicity in KKLEB CF airway cells, primary screen, cytotoxicity control for CF NF-kB inhibitor project, cell-based, uHTS, fluorescence assay plates; KKLEB CF airway cells viability, ATPlite luminescence, overnight; stronger effect = lower value; cells stimulated with P. aeruginosa culture filtrate; activity change (cytotoxicity), % at 5 µM; hit rate 0.36% among 360,000;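 active means corrected activity change at or below -50% at 5 µM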
NR2E3 ag-1: inhibitors of NR2E3-RetCOR corepressor binding, primary screen, NR2E3 agonist project, biochemical, TR-FRET, GST-NR2E3, biotin-RetCOR | hit rate 0.12% among 320,000 | AID 2300, 2010 | inhibition of corepressor binding, % at 4.78 µM | Photoreceptor-specific nuclear receptor (Homo sapiens), Q9Y5X4 | 1536-well;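 active means percent inhibition above the cutoff of mean plus 3 SD of all tested compounds, set per screening campaign, cut at about 20% in these data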;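 further: 0% = DMSO wells and 100% = biotin wells as full block of FRET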
Target sequence (Q9Y5X4 whole entry, looked up): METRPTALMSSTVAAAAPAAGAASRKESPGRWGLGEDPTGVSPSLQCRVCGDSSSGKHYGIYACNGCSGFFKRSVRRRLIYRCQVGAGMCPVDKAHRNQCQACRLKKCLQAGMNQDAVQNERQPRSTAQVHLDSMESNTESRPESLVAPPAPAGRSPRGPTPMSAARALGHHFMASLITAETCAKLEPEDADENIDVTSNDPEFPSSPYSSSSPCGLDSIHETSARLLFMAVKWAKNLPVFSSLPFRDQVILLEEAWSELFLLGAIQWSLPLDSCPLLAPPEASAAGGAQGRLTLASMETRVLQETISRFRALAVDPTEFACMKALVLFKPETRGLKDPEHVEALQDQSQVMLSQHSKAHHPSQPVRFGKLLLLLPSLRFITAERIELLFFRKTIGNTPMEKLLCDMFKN
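Material: NR2E3–RetCOR corepressor complex | Quantity: 1.35 nM GST-tagged NR2E3 final | Schedule: 5 h at 4 °C | Replication: Singlicate compound wells | Reagent: RetCOR corepressor, biotinylated, 7 nM | Controls: Biotin wells as high control, 0.6% DMSO wells as low control | Signal: TR-FRET, Eu(K)-anti-GST donor, streptavidin-D2 acceptor, ex 340, em 617/671 nm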
aDG glyco up: activators of alpha-DG glycosylation, primary screen, uHTS, Pro5-aDG cells, AlphaScreen; alpha-DG glycosylation AlphaScreen (IIH6); 0% Pro5, 100% B10-LARGE cell signal; activation, % at 10 µM; hit rate 0.22% among 360,000;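 active means activation of at least 8% versus controls, or a plate z-score of at least 8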;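 further: Pro5 are CHO cells carrying HIG-tagged alpha-DG that lacks glycosylation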
CF NFkB inh: inhibitors of PAF-induced NF-kB signaling, primary screen, cell-based, GFP fluorescence, uHTS; KKLEB NF-kB-GFP reporter, GFP fluorescence overnight; inhibition, % at 5 µM; hit rate 0.86% among 360,000;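 active means at least 50% inhibition at 5 µM, scaled per plate between neutral and stimulator controls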;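 further: PAF is a Pseudomonas aeruginosa culture filtrate used as stimulus; plate controls were PAF-stimulated DMSO wells for no effect and unstimulated DMSO wells for full effect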
Shn3 3UTR inh: reduction of Shn3 3'UTR firefly luciferase signal, primary screen, Schnurri-3 inhibitor project, cell-based, Clone20 osteoblasts, set 2; inhibition, % at 12.5 µM; Clone20 osteoblast Shn3 3'UTR firefly luciferase, 24 h; hit rate 0.52% among 360,000;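 active means mean inhibition of at least 75% with every replicate also reaching 75%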;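 further: 0% = median of neutral control wells and 100% = pilot-screen positive control compound; some compounds past the cut are filed as inactive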
NR2E3 ag-2: NR2E3 agonists in two-hybrid cells, primary screen, cell-based, luminescence, CHO-S, Gal4-NCOR/VP16-NR2E3. AID 602229, 2012. inhibition of corepressor binding, % at 3.98 µM. luciferase. hit rate 0.35% among 360,000;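 active means inhibition above the mean of all tested compounds plus 3 SD, cut at about 70% in these data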;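 further: 0% = DMSO with NR2E3 transfected cells and 100% = cells lacking NR2E3 construct; higher means lower luciferase signal from less NR2E3 corepressor binding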
TRPM1 prom inh: inhibitors of MITF-dependent TRPM1 promoter reporter, primary screen, cell-based, SK-MEL-5, single point, luciferase; SK-MEL-5 TRPM1 promoter luciferase, 24 h; AID 488899, 2010; hit rate 0.83% among 330,000; inhibition, % at 12.5 µM;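 active means mean inhibition across replicates of 60% or more, whatever share of single replicates reaches that level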; further: values of inactives mirror those of a sister screen read the other way
Peg3 promoter: Peg3 promoter-driven luciferase inhibitors, primary screen, cell-based, HeLa, luciferase luminescence. HeLa PEG-Prom luciferase reporter, overnight. inhibition, % at 20 µM. hit rate 1.7% among 360,000. AID 588405, 2011;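 active means inhibition of at least 50% at 20 µM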
hiPSC survival: enhancers of single-cell hiPSC survival, primary screen, ATPlite luminescence; 100% = ROCK inhibitor wells, 0% = DMSO; survival enhancement, % at 20 µM; hit rate 0.044% among 360,000; AID 602274, 2012; in the data active means survival enhancement above about 18%;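 further: cells exposed to compounds for 16 hours before the ATP read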
TWEAK Fn14 block: inhibitors of TWEAK-Fn14 signaling, primary screen, luciferase reporter cells, uHTS; TWEAK-stimulated Fn14 reporter cells, luciferase luminescence, 8 h; inhibition, % at 10 µM; hit rate 2% among 360,000; AID 1159606, 2016; in the data active means inhibition above about 50%
Active calls of the source: *; / = not tested or not shown.

SMILES	HIF-2a block	KKLEB tox	NR2E3 ag-1	aDG glyco up	CF NFkB inh	Shn3 3UTR inh	NR2E3 ag-2	TRPM1 prom inh	Peg3 promoter	hiPSC survival	TWEAK Fn14 block
Cc1nc(/C(N)=N/OC(=O)Cc2ccccc2)no1	-12	-1	5	-0.5	14	-17	-21	-5	-5	1.1	-9
CN1CCN(c2cccc3c2S(=O)(=O)N[C@H](Cc2ccccc2)CO3)CC1	4	/	/	-0.3	/	/	0	/	/	4.0	-7
CN(C)CCCNCCCNC(=O)c1ccncc1	11	7	1	-0.3	12	-21	8	-3	-2	-2.6	8
CCc1nc(C)cn1S(=O)(=O)c1cc(F)ccc1OC	9	-10	4	0.0	6	-2	2	-2	6	1.0	-11
Nn1c(COc2cccc(Cl)c2)nc2ccccc2c1=O	-100	-7	3	0.2	5	-21	-41	-44	-119	-0.2	-3
Clc1ccc(Cn2nnc(-c3ccccc3)n2)cc1	-198	-3	4	-0.2	6	-39	-33	-53	-140	1.2	-17
COc1ccc(S(=O)(=O)N2CCOC2CNC(=O)C(=O)NCc2ccccn2)cc1OC (stereo not drawn)	7	-4	/	0.0	3	59	-18	/	5	0.0	-3
CC(=O)Nc1nonc1-n1nnc(C(=O)NCc2ccccc2)c1C	3	2	1	-0.2	11	0	-9	-12	22	6.7	-9
CCOc1ccc(NC(=O)c2ccccn2)cc1	56*	-31	-1	0.3	-17	48	-65	62*	67*	-4.3	95*
O=C1NC(c2ccccc2)N=C2Oc3ccccc3C=C12 (stereo not drawn)	19	8	/	-0.2	25	-7	-24	6	3	1.3	18
CCOC(=O)c1sc(N/N=C/c2cccc(C)c2)nc1C	-194	1	7	-0.3	1	-43	-78	-93	-192	-2.4	-19
COC(=O)C1CCN(C(=O)COC(=O)c2ccc3[nH]c4c(c3c2)CCCC4)CC1	6	-5	2	-0.2	4	-5	-8	-3	-36	-0.4	-15
Cc1cc(C)cc(C(O)c2ncc(-c3ccccc3)[nH]2)c1 (stereo not drawn)	5	7	/	-0.4	6	2	-17	/	9	-0.1	2
COc1ccc(-c2cc(C(F)(F)F)nc(SCC(=O)Nc3ccc4c(c3)OCO4)n2)cc1	7	-8	3	0.2	13	4	2	-3	1	1.2	-15
Cc1ccc(CN2CCN(/N=C/c3ccc(C(=O)O)cc3)CC2)c(C)c1	7	8	1	1.7	5	12	-45	-15	-14	-0.9	-9
C/C(N)=C(/C#N)C(=O)COC(=O)C1CCN(C(=O)c2ccc(Cl)cc2)CC1	9	5	-1	0.1	-11	3	5	-1	10	-0.2	4
Cc1cc(O)c(C(=O)/C=C/c2cccc([N+](=O)[O-])c2)c(=O)o1	-2	-16	0	-0.1	15	/	-26	13	-1	1.4	-19
Cc1nn(C)c(Oc2ccccc2)c1[N+](=O)[O-]	5	1	1	0.4	5	-5	-23	11	-8	-3.8	-5
Cc1ncoc1C(=O)Nc1cccc(Cl)c1C	-58	3	1	-0.2	7	0	-28	-28	-44	-0.8	-1
Cn1c(O)c(N=NC(=O)CNC(=O)/C=C/c2ccccc2)c2ccccc21	-2	1	-1	-0.1	0	-15	-3	10	-1	-0.3	-24
CCCc1cc(=O)[nH]c(SCC(=O)c2c(N)n(C)c(=O)n(C)c2=O)n1	12	0	0	0.0	-11	-11	-14	10	13	-2.8	-12
C=CCNc1nc(N)c([N+](=O)[O-])c(NC2CCCCC2)n1	15	-14	-1	-0.2	16	21	-23	-3	17	-0.1	4
Cc1ccc(-c2nnn(CC(=O)N3CCC(C)CC3)n2)o1	-45	-7	8	-0.2	0	-15	-21	-13	-12	17	12
COc1cc2c(cc1OC)C(c1cccs1)CC(=O)N2 (stereo not drawn)	19	-4	-2	0.0	-15	-15	14	10	12	1.0	-15
C=CCNC(=O)c1cccc(C(F)(F)F)c1	-8	-9	2	-0.2	-9	-4	1	2	12	1.9	-5
Cc1nn(C)cc1C(C(=O)NC1CCCCC1)N(C(=O)c1cnccn1)c1ccc(Oc2ccccc2)cc1 (stereo not drawn)	0	3	0	0.2	9	15	10	2	-2	-0.9	20
Cc1ccc2c(c1)sc(-c1ccc(N(C)C)cc1)[n+]2C	-85	-16	1	1.6	14	63	-104	62*	-99	-0.5	39
Cc1cc(C(c2ccc(O)cc2)c2cc(C)c(O)cc2C)c(C)cc1O	39	-13	-5	-0.1	9	-6	26	7	21	-0.4	39
CCOC1=C2[C@H](c3ccc(CC)cc3)N(S(=O)(=O)c3ccc(C)cc3)C[C@H]2C(C#N)(C#N)C(C#N)(C#N)C1	62*	-26	/	0.0	34	95*	-7	/	89*	0.5	34
Cc1cccn2c(=O)c(/C=N/O)c(N3CCCC3)nc12	-6	12	1	-0.1	0	9	-4	7	11	-3.5	-4

Part of the list above in order of SMILES length, smallest number first.
SMILES	HIF-2a block	KKLEB tox	NR2E3 ag-1	aDG glyco up	CF NFkB inh	Shn3 3UTR inh	NR2E3 ag-2	TRPM1 prom inh	Peg3 promoter	hiPSC survival	TWEAK Fn14 block
Cc1ncoc1C(=O)Nc1cccc(Cl)c1C	-58	3	1	-0.2	7	0	-28	-28	-44	-0.8	-1
COc1cc2c(cc1OC)C(c1cccs1)CC(=O)N2 (stereo not drawn)	19	-4	-2	0.0	-15	-15	14	10	12	1.0	-15
Cc1cccn2c(=O)c(/C=N/O)c(N3CCCC3)nc12	-6	12	1	-0.1	0	9	-4	7	11	-3.5	-4
Cc1ccc(-c2nnn(CC(=O)N3CCC(C)CC3)n2)o1	-45	-7	8	-0.2	0	-15	-21	-13	-12	17	12
Cc1ccc2c(c1)sc(-c1ccc(N(C)C)cc1)[n+]2C	-85	-16	1	1.6	14	63	-104	62*	-99	-0.5	39
C=CCNc1nc(N)c([N+](=O)[O-])c(NC2CCCCC2)n1	15	-14	-1	-0.2	16	21	-23	-3	17	-0.1	4
Cc1cc(C(c2ccc(O)cc2)c2cc(C)c(O)cc2C)c(C)cc1O	39	-13	-5	-0.1	9	-6	26	7	21	-0.4	39
Cn1c(O)c(N=NC(=O)CNC(=O)/C=C/c2ccccc2)c2ccccc21	-2	1	-1	-0.1	0	-15	-3	10	-1	-0.3	-24
Cc1cc(O)c(C(=O)/C=C/c2cccc([N+](=O)[O-])c2)c(=O)o1	-2	-16	0	-0.1	15	/	-26	13	-1	1.4	-19
C/C(N)=C(/C#N)C(=O)COC(=O)C1CCN(C(=O)c2ccc(Cl)cc2)CC1	9	5	-1	0.1	-11	3	5	-1	10	-0.2	4
Cc1nn(C)cc1C(C(=O)NC1CCCCC1)N(C(=O)c1cnccn1)c1ccc(Oc2ccccc2)cc1 (stereo not drawn)	0	3	0	0.2	9	15	10	2	-2	-0.9	20

(cont.)
SMILES	HIF-2a block	KKLEB tox	NR2E3 ag-1	aDG glyco up	CF NFkB inh	Shn3 3UTR inh	NR2E3 ag-2	TRPM1 prom inh	Peg3 promoter	hiPSC survival	TWEAK Fn14 block
O=C(c1cccc(N2C(=O)C3C4C=CC(C4)C3C2=O)c1)N1CCN(c2ccc(F)cc2)CC1 (stereo not drawn)	3	-5	0	0.1	5	9	6	-3	5	-0.6	-2
Cc1ccc(C)c(S(=O)(=O)NCc2ccncc2)c1	20	8	9	2.0	3	50	13	3	6	4.2	6
COc1ccc(C)cc1NC(=O)C1CCN(S(=O)(=O)c2cccs2)CC1	5	5	0	-0.1	4	-9	0	15	8	1.2	19
COc1ccc(C2=CC(c3ccc(OC)c(OC)c3)n3nnnc3N2)c(OC)c1 (stereo not drawn)	7	0	0	-0.2	14	17	-24	-3	2	-2.7	-8
O=C(CNC(=O)c1ccccc1F)NCCN1C(=O)S/C(=C\c2ccc3c(c2)OCO3)C1=O	14	-2	-1	-0.2	-12	-21	-7	-13	-48	0.6	-10
CC(=O)C1CCC2C3CCC4=CC(=O)CCC4(C)C3(Br)C(=O)CC12C (stereo not drawn)	-3	4	/	0.3	0	11	-29	-1	12	-2.0	2
CC1(C)CC(=O)C2=C(C1)OC(N)=C(C#N)C2c1cc2c(cc1[N+](=O)[O-])OCO2 (stereo not drawn)	-1	-24	1	0.0	11	4	-23	12	18	-1.1	8
COc1cc(C(=S)N2CCN(c3cccc(Cl)c3)CC2)ccc1O	7	1	2	-0.1	-39	3	-14	10	9	-3.5	2
O=C(Nc1ccc2c(c1)OCO2)C1CC(=O)N(CCc2ccccc2)C1 (stereo not drawn)	-21	-1	1	-0.4	-24	-16	-17	-11	-42	-0.3	2
CCCCN1C(=O)C(CC(=O)NC2CCCC2)CC(C(=O)N(C(C)C)C(C)C)=C1C (stereo not drawn)	0	8	/	0.0	2	-6	-39	/	-11	0.6	-17
O=C1N[C@@H](c2ccccc2)COC(=O)[C@@H](Cc2ccc(F)cc2)C/C=C\C[C@@H]1CC(=O)N(CCO)Cc1ccccc1	11	-9	/	-0.2	18	-1	21	-10	31	-1.0	-2
CC(C)CCNC(=O)C(c1cccs1)N(CC1CCCO1)C(=O)Cn1nnc2ccccc21 (stereo not drawn)	9	-26	2	0.4	8	-4	-29	9	-1	-0.8	-8
CCC(C)c1cc(S(=O)(=O)N2CCOCC2)ccc1OC (stereo not drawn)	21	-9	1	0.3	11	2	3	-7	22	-0.6	-11
CC(C)NC(=O)C(c1ccc(F)cc1)N(C(=O)CCC(=O)Nc1ccccn1)c1cccc(F)c1 (stereo not drawn)	14	12	0	-0.2	4	12	-3	2	0	0.5	3
O=C(N/N=C/c1cn(-c2cccs2)nc1-c1ccccc1)c1ccccc1Cl	-155	10	-1	0.7	-2	-20	-47	-15	-106	0.0	21
COc1cc(NC(=O)NC(C)(C(F)(F)F)C(F)(F)F)cc(OC)c1OC	12	4	0	0.2	-2	9	-8	1	-12	0.5	-10
